Assay outcomes: PubChem BioAssay, PCMD
CatB mix inh – human cathepsin B inhibition by mixtures. P07858. Purified cathepsin B, AMC dipeptide fluorescence, compound mixtures. inhibition, %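 (ten-compound pools at 5 µM per compound and 50 µM total)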. hit rate 0.06% among 62,000; in the data active means inhibition above about 22%, passing the limit was not always enough; inconclusive means no clear call, values can overlap the other calls;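 further: 0% = enzyme without compound and 100% = no enzyme blank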
CatS block – inhibitors of human cathepsin S. P25774. recombinant cathepsin S, AMC dipeptide fluorescence, pooled mixtures. inhibition, %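 (tested at 5 µM per compound within 10-compound mixtures)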. hit rate 0.06% among 62,000; in the data active means inhibition above about 32%, passing the limit was not always enough; inconclusive means no clear call, values can overlap the other calls;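 further: 0% = enzyme without compound and 100% = blank without enzyme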
Target sequence (P25774 115-331 limits assumed): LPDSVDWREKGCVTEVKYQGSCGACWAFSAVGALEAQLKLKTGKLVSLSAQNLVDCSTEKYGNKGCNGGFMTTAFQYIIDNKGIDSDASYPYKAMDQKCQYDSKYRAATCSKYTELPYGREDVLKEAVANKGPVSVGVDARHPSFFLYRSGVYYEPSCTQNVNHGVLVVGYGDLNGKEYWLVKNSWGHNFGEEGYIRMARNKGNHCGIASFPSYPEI
FXIa mix inh – factor XIa (human) inhibition, mixture screen; inhibition, % at 5 µM; purified FXIa, fluorogenic substrate, pooled mixtures; AID 680; hit rate 0.19% among 62,000;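 further: each value is inhibition by a whole ten-compound pool holding the compound; 0% = enzyme with no mixture and 100% = wells lacking enzyme; strong numbers were not always called active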
FXIIa mix inh – blocks human factor XIIa in pooled compound mixtures; purified FXIIa, fluorogenic substrate; inhibition, % at 5 µM; hit rate 0.2% among 62,000;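 further: 0% = enzyme without compound and 100% = no enzyme blank; some results filed as inactive read as strong as hits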
Target sequence (P00748 20-372 limits assumed): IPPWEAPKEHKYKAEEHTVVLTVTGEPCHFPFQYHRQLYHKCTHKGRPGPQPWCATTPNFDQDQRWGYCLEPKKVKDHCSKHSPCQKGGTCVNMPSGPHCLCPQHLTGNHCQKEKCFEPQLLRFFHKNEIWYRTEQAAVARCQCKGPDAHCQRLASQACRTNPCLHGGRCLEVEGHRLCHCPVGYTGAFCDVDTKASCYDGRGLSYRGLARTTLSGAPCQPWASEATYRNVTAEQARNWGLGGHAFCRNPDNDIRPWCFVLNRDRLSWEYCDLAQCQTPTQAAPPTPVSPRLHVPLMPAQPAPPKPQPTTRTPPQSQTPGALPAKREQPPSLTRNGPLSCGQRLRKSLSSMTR
Target sequence (P00748 373-615 limits assumed): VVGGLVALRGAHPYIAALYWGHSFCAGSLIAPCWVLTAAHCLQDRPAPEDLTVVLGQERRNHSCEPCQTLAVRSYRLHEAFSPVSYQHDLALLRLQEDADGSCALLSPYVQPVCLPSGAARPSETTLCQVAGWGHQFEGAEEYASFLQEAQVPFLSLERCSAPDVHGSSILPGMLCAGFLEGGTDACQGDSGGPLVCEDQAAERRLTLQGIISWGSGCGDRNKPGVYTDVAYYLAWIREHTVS
AP ELISA ortho – orthogonal test for alternative complement pathway inhibitors. Human serum alternative complement pathway, LPS-coated ELISA, C3 deposition; tested in compound mixtures. inhibition, % at 5 µM. hit rate 0.08% among 62,000. AID 1235;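 active means inhibition above 30% in each of the two pooled mixtures holding the compound, so the lower value exceeds 30%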;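 further: 0% = serum in Mg-EGTA without compound and 100% = EDTA serum blank; some compounds past the cut are filed as inactive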
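Test system – human serum alternative complement pathway, C3 deposition on LPS-coated wells · Buffer or medium – diluted human serum in Mg2+-EGTA GVB++ · Compound dosing – 5 µM each compound, pools of ten, 50 µM per pool · Schedule – 1 h serum-compound exposure at 37 °C · Measured by – Anti-C3 ELISA, OD 450 nm · Read-out basis – percent inhibition of C3 deposition onto LPS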
C1s block – blocks human complement C1s protease activity; P09871; purified C1s, fluorogenic AMC substrate, pooled mixtures; mean inhibition % of two 10-compound mixtures (hits give high values), % at 5 µM (by protocol); hit rate 0.16% among 62,000; AID 538;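 active means inhibition above 20% in each of the two 10-compound mixture wells holding the compound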;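 further: 0% = enzyme wells lacking compound mixture and 100% = no-enzyme blank wells; some compounds called inactive have numbers as strong as hits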
CatL inh – inhibitors of human cathepsin L. AID 460. inhibition, %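 (tested at 10 µM)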. purified cathepsin L, fluorogenic substrate, fluorescence. hit rate 0.17% among 58,000. P07711; in the data active means inhibition above about 45%;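 further: 0% = enzyme with no compound and 100% = no enzyme blank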
CatB block – inhibitors of human cathepsin B; purified cathepsin B, fluorogenic substrate, fluorescence; hit rate 0.1% among 63,000; inhibition, %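 (tested at 10 µM)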; P07858; in the data active means inhibition above about 21%;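 further: 0% = enzyme with no compound and 100% = no enzyme blank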
CatG inh – blocks human cathepsin G enzyme activity | P08311 | purified enzyme, AMC-tetrapeptide fluorescence, pooled mixtures | inhibition, % at 5 µM (by protocol) | hit rate 0.2% among 62,000 | AID 581;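 active means inhibition above 20% in each of the two mixture wells holding the compound; inactive means inhibition of 20% or less in either well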;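 further: 0% = enzyme control without mixture and 100% = blank lacking enzyme; strong numbers were not always called active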
* hit, by the source's call; ? = inconclusive; · = not tested or not shown. Unless noted, no stated cut-off is given here; in the data, active means inhibition above about 20% (passing the limit was not always enough); inactive means the rest. This is a subset; the hit share may differ from the screen's.

SMILES	CatB mix inh	CatS block	FXIa mix inh	FXIIa mix inh	AP ELISA ortho	C1s block	CatL inh	CatB block	CatG inh
O=C(CSc1nc2c(c(=O)n1-c1ccc(Cl)cc1)SCC2)NCc1ccco1	5	2	2	2	10	15	-1	0	10
COc1ccc(N2C(=O)CN=C2Nc2cccc(C)c2C)cc1OC	1	-7	11	7	11	14	1	4	5
COC(=O)COc1ccc(S(=O)(=O)NCCC2=CCCCC2)cc1	-8	-5	-3	3	9	-1	0	0	9
Cc1cc(/C=N/n2cnnc2)c(C)n1-c1cc(Cl)ccc1Cl	6	0	1	-20	16	12	13	0	10
CCCCCC(=O)N1CCN(CCN=CC2=C(O)CC(c3ccco3)CC2=O)CC1 (centres undefined)	5	-2	5	6	14	9	-3	-6	11
Cc1ccc(C(c2nnnn2C(C)(C)C)N(Cc2ccco2)Cc2cccs2)cc1 (centres undefined)	7	-2	6	5	21	3	-3	-2	1
O=C1NC(NS(=O)(=O)c2ccccc2)(C(F)(F)F)C(=O)N1Cc1cccnc1 (centres undefined)	3	-2	6	7	17	11	5	3	8
N#CC1=C(N)Oc2n[nH]c(-c3cccs3)c2C1c1ccco1 (centres undefined)	9	10	6	7	11	5	24	-4	3
O=c1cc(O)c2c(=O)n(-c3ccccc3)c3ccccc3c2o1	5	-2	1	1	10	-3	-12	2	11
Cc1cccc2nc(CSc3nncn3-c3ccccc3)cn12	0	5	-6	9	-9	-7	3	-2	-2
Cn1c(=O)c2c(nc(NCCCN3CCOCC3)n2Cc2ccc(Cl)cc2Cl)n(C)c1=O	-8	-8	-9	-47	17	-48	·	0	0
O=C(NCc1cccnc1)c1cccc(NC(=O)c2ccco2)c1	-9	3	-5	2	-5	-31	·	5	4
O=C(NCC1CCCO1)c1ccc2c(c1)OCO2 (centres undefined)	1	-8	8	2	21	-6	-12	-1	10
O=C(O)Cn1c(SCCOc2ccccc2)nc2ccccc21	1	6	10	37	8	0	·	-1	-2
CC(C)NC(=O)c1cc(=O)n(C)c(=O)n1C	0	6	5	6	-2	-30	8	2	-1
COC(=O)C(Cc1ccccc1)NC(=O)CSc1nc(C)cc(=O)[nH]1 (centres undefined)	5	11	2	7	7	11	·	3	10
Cn1c(Cn2c(=O)sc3ccccc32)nnc1SCC(=O)NCc1ccc2c(c1)OCO2	5	3	5	-14	25	16	·	5	10
CSc1n[nH]c(NCc2cccs2)n1	-4	9	-2	0	-2	-26	5	1	-1
CC(C)CCOc1ccc(C(=O)O)cc1	3	2	-12	7	7	-28	-1	0	-4
O=C(Nc1ccc2c(c1)OCO2)c1cnn2c1NC(c1ccco1)CC2C(F)(F)F (centres undefined)	-3	6	0	3	4	5	22	1	9
CCOC(=O)c1sc(NC(=O)CSc2nnc(C)s2)c(C(=O)OCC)c1C	-5	-6	11	-3	12	-1	10	-1	3
CCOC(=O)c1ccccc1Nc1cc(C)nc2nc(C)nn12	5	-1	3	10	13	-2	·	6	9
Cc1ccc(C(=O)Nc2ccc3c(c2)OCO3)cc1S(=O)(=O)N1CCCCC1	63*	86*	1	3	12	1	42	50*	7
CC(=O)C1=C(O)C(=O)N(CCc2c[nH]c3ccccc23)C1c1ccc(O)cc1 (centres undefined)	4	16	6	-5	6	-17	17	3	-3
c1ccc(-c2nc(N3CCN(c4ccccc4)CC3)nc(-n3ccnc3)n2)cc1	1	1	20	0	5	-26	25	4	-2
Cc1onc(-c2c(F)cccc2Cl)c1C(=O)NCc1ccccn1	6	-6	12	-4	9	4	-4	-2	-27
c1cncc(-c2nnc(SCc3nc4ccccc4[nH]3)o2)c1	4	3	4	2	1	-27	-2	1	-12
CC1=[N+]([O-])C(C)(C)C(C)N(O)C1=O (centres undefined)	4	1	4	-9	17	4	3	4	11
COc1ccc(CNC(=O)c2cc(-c3ccccc3OC)on2)cc1	-3	-6	5	9	1	16	8	0	10
CC(NC(=O)c1ccco1)C(c1cccs1)N1CCN(c2ccc(F)cc2)CC1 (centres undefined)	4	2	13	6	14	6	7	-2	8
CCOc1cccc2c1OC1(C)CC2NC(=O)N1c1cccc(F)c1 (centres undefined)	-5	6	2	2	-3	-8	11	5	0
N#CC1=C(N)SC(N)=C(C#N)C1CCC1CCCCC1	3	5	4	7	-6	-2	-1	-1	-2
CCCNC(=O)Cn1cnc2sc(C(=O)NCCN(CC)CC)c(C)c2c1=O	2	-11	6	6	10	10	8	5	7
O=C(CC(C(=O)N1CCc2ccccc21)n1ccnc1)NCc1cccnc1 (centres undefined)	4	-11	6	-25	9	11	7	5	11
CCCC(=O)Nc1ccccc1NC(=O)CCC	5	-2	1	9	-1	0	11	0	13
O=C(O)COc1cccc(NC(=O)C2CCCO2)c1 (centres undefined)	13	?	4	1	-14	-11	14	6	-5
CCOC(=O)CC(=O)Nc1c(C)cc(C)cc1C	1	8	-2	-1	-16	-12	10	0	-15
Cn1cc(CC(=O)NCCCN2CCCC2=O)c2ccccc21	2	16	7	13	12	-6	1	4	-1
O=C(O)CCN(CCC(=O)O)S(=O)(=O)c1ccccc1	-1	17	16	2	13	-18	2	3	22
COC(=O)c1[nH]c2cccc(OC)c2c1NC(=O)CCN1CCC(C(N)=O)CC1	6	-2	3	12	16	9	-21	1	12
O=c1c2ccccc2c(C=NC2CCS(=O)(=O)C2)c(O)n1-c1ccccc1 (centres undefined)	-2	12	6	1	15	-4	22	0	5
COc1ccc(-n2nc(C(=O)O)c3ccccc3c2=O)c(OC)c1	2	0	2	7	7	5	-1	-4	1
CC1(CC(=O)O)C(=O)N=C2C=CC=CN21 (centres undefined)	8	-3	3	1	14	-2	-9	-1	1
CCOC(=O)c1nc(NCc2cccnc2)c2ccccc2n1	0	-2	1	2	3	-7	7	5	-5
Cc1ccc(NC(=O)c2cc(N(C)C)ccc2[P+](=O)O)cc1	1	-11	7	-16	7	-9	-10	2	-3
COc1ccc(CN2CCCCC2C(=O)Nc2ccc(OC)c(OC)c2)cc1OC (centres undefined)	-3	-7	-4	8	9	-69	·	6	0
CCC(C)n1cnc2c(c1=O)c1nc3ccccc3nc1n2Cc1ccccc1OC (centres undefined)	0	-20	9	4	20	2	-11	-2	7
CCC1CCCCN1C(=O)CSc1nnc(-c2ccc(Cl)cc2)o1 (centres undefined)	3	2	-2	8	12	1	·	3	0
CCCCn1c(CN2CCN(C(=O)OCC)CC2)nc2c1c(=O)[nH]c(=O)n2C	0	6	2	2	-2	-21	-2	2	-13
CC(=O)Nc1ccc(C(=O)N2CCN(C(=O)c3ccco3)CC2)cc1	2	-3	2	-30	21	6	5	5	9
CC(=O)c1ccc(CCCC(=O)O)cc1	-2	-2	2	-8	6	-3	8	4	10
CCn1c(SCCN2CCCCC2)nnc1-c1ccc(S(=O)(=O)N2CCOCC2)cc1	1	3	-3	4	-1	1	1	1	0
COc1cc2c(cc1NC(=O)CN1CCN(S(=O)(=O)c3ccc(F)cc3)CC1)oc1ccccc12	3	-6	11	4	20	8	10	1	5
Cc1cc(N2CCN(c3ccccc3)CC2)nc(-n2nc(C)cc2C)n1	0	4	-4	5	1	1	11	3	2
COC(=O)c1c(-c2cccnc2)csc1NC(=O)c1cc(C)on1	3	9	5	0	4	2	14	4	9
C=CCn1sc(=N)c(C#N)c1N	1	1	4	13	-3	-8	9	-2	2
COc1ccc(CC(=O)NCc2nnc(SCC(=O)N3CCN(c4ccccc4)CC3)n2C)cc1	-4	1	7	-1	-4	-23	3	0	-3
Cn1c(=O)c2cc(S(=O)(=O)N3CCC(c4ccccc4)CC3)ccc2n(C)c1=O	2	11	16	10	0	2	-1	-1	13
O=C(Nc1ccc2c(c1)OCCO2)c1ccc(Br)c(S(=O)(=O)N2CCOCC2)c1	-2	-3	5	11	4	4	-8	0	-5
Cc1nn(-c2ccccc2)c(OC(=O)c2cccs2)c1S(=O)(=O)c1ccccc1	-5	8	-10	21	-4	-24	12	0	-1
The listing continues:
SMILES	CatB mix inh	CatS block	FXIa mix inh	FXIIa mix inh	AP ELISA ortho	C1s block	CatL inh	CatB block	CatG inh
O=C(NC1CCS(=O)(=O)C1)c1ccc(-c2ccc(Br)cc2)o1 (centres undefined)	1	11	3	9	-29	-25	18	6	0
Cc1cccnc1NC(=O)c1c(O)c2cccc3c2n(c1=O)CCC3	2	3	4	6	15	-6	-1	-5	-1
Cc1noc(C)c1S(=O)(=O)N1CCC(C(=O)N2CCN(c3ccc(F)cc3)CC2)CC1	4	4	7	1	29	9	2	-1	10
CCOC(=O)c1coc(CNC(=O)c2c(C)oc3c2CCCC3)c1	3	6	4	13	-15	16	31	5	11
CC(C)Cc1cc(C(=O)N2CCN(c3ccc(F)cc3)CC2)no1	4	2	5	-2	23	-21	·	-3	12
Cc1cn(COC/C=C/c2ccccc2)c(=O)[nH]c1=O	-6	-10	-1	-13	6	-48	1	3	0
CC(C)=CC(=O)OCC(=O)Nc1ccc(F)cc1Cl	-1	-1	3	12	8	-9	11	0	-3
C=CCOc1ccc2ccccc2c1CNc1ncn[nH]1	-4	7	7	-15	5	-1	12	1	0
COc1cccc(C2=CC(c3ccc(C)cc3)n3ncnc3N2)c1 (centres undefined)	5	14	9	11	-5	-16	-6	4	2
CCc1ccc(CNCc2cccnc2)cc1	-8	12	0	6	-5	0	-1	-1	-27
COc1ccc(S(=O)(=O)NCc2ccco2)cc1-c1nnc2c3ccccc3c(C)nn12	8	14	10	2	3	8	-2	-5	7
COCCNC(=O)CSc1nc2cc(OC)c(OC)cc2c(=O)n1Cc1ccc(OC)cc1	-3	1	4	9	5	15	20	2	8
Cc1c(NC(=O)C2CCCN2S(=O)(=O)c2ccccc2)c(=O)n(-c2ccccc2)n1C (centres undefined)	-1	-7	9	7	6	10	·	6	6
CCc1ccc(OC)c(S(=O)(=O)NCCOc2ccccc2)c1	2	1	9	0	10	7	7	1	9
Cc1nc2nc(COc3ccccc3)nn2c(C)c1Cl	-1	5	1	-1	2	5	1	-1	-1
C=CCOc1ccc(C2N3CC4(CC)CN2CC(CC)(C3)C4=O)cc1 (centres undefined)	5	-2	0	0	-8	15	21	5	10
CC1(C)CC2CC(C)(CN2S(=O)(=O)c2ccc(N)cc2)C1 (centres undefined)	5	20	3	7	-2	20	11	7	11
O=C(Nc1ccc(Cl)c(Cl)c1)N1CCC(N2CCCCC2)CC1	4	8	3	1	12	14	20	0	11
CCCS(=O)(=O)N1CCCC(C(=O)NCc2cccnc2)C1 (centres undefined)	-2	3	3	3	-2	-9	-1	-1	-10
Cc1ccc(S(=O)(=O)NCCC(=O)NC2CCCC2)cc1	0	2	1	10	-3	2	·	0	1
